Bioassay records: PubChem, Sanford-Burnham Center for Chemical Genomics
APJ antagonist – antagonists of human APJ apelin receptor; AID 2521; actives 0.32% (n = 330,000); inhibition, % at 20 µM; CHO-K1 APJ beta-arrestin complementation, luminescence;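 active = inhibition above about 40% at 20 µM, limit read from the data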;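 also: cells challenged with 10 nM apelin-13 agonist together with compound; plate controls were apelin-13 plus DMSO wells for no effect and DMSO wells lacking apelin-13 for full effect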
Target sequence (P35414 whole entry, looked up): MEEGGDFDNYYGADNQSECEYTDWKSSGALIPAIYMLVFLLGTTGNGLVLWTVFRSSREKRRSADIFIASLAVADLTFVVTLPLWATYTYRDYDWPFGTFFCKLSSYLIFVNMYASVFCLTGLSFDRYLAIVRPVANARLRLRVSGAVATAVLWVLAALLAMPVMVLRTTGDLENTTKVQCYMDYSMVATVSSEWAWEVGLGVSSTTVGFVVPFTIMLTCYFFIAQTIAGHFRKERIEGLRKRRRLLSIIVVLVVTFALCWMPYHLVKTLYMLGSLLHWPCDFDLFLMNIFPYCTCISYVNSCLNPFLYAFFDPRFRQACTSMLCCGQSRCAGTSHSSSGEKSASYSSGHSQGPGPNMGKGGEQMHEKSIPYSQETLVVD
tim23-1 inh – growth inhibitors of tim23-1 mutant yeast; S. cerevisiae tim23-1 growth, BacTiter-Glo luminescence, 24 h; inhibition, % at 20 µM; actives 1.3% (n = 330,000); AID 463212;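 active = growth inhibition of the mutant yeast at or above 50%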;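 also: temperature-sensitive mutant grown at 25 °C; plate controls were DMSO-treated mutant yeast for no effect and medium wells lacking yeast for full effect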
UPR XBP1 act – activators of adaptive arm of unfolded protein response (XBP1). CHO-XBP1 luciferase reporter, IRE1-XBP1 UPR activation, luminescence; percent of tunicamycin response, DMSO as zero. activation, % at 20 µM. actives 0.33% (n = 330,000);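 active = versus positive control, 20 µM dose yields 30% or more activation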;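 also: 100% = tunicamycin at 10 µg/mL and 0% = DMSO only wells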
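Assay system: CHO-XBP1 luciferase reporter cells; Schedule: 6 h treatment, 37 °C; Detection: glow luminescence from Steady-Glo reagent; Benchmarks: high control tunicamycin 10 µg/mL final, low control DMSO vehicle only.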
APJ ag – activates the human apelin receptor APJ; P35414; CHO-K1 APJ PathHunter beta-arrestin, luminescence; 0% DMSO wells, 100% apelin; activation, % at 20 µM; actives 0.11% (n = 330,000); AID 2520;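 active = activation more than six SD over the plate average, tested at 20 µM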;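 also: 0% = DMSO alone and 100% = apelin-13 at 10 nM; some results filed as inactive read as strong as hits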
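Material: engineered CHO-K1 APJ arrestin reporter cells; amount: 1000 CHO-K1 reporter cells seeded per well; incubation: compound stimulation 90 min at 25 °C, detection 60 min; signal: luminescent beta-gal fragment complementation, chemiluminescent substrate; read-out basis: APJ agonist activity; controls: DMSO-only wells as negative, 10 nM Apelin-13 as positive control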
Jurkat NFkB inh – lowers PMA/ionomycin-induced NF-kB signal in Jurkat cells | PMA/ionomycin-induced NF-kB luciferase reporter, luminescence | inhibition, % at 4 µM | actives 0.53% (n = 330,000) | AID 435003; in the data active = inhibition above about 50%
CHOP UPR activ – apoptotic UPR (CHOP) activation; activation, % at 10 µM; CHO-CHOP luciferase reporter, luminescence; percent of tunicamycin response over DMSO baseline; actives 0.34% (n = 330,000);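 active = at 10 µM dose, activation of 40% or more, normalized to positive control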;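 also: 100% = tunicamycin at 10 µg/mL and 0% = DMSO alone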
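Dosing – one dose, 10 µM in 0.5% DMSO · System – CHO-CHOP cells, stable luciferase reporter of PERK-eIF2a-CHOP signalling · Input – 500 cells/well · Control set – tunicamycin 10 µg/mL final as positive, DMSO-only wells as negative · Timing – 6 h compound treatment, 37 °C · Measure – % activation vs tunicamycin · Technique – luminescence read with Steady-Glo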
697 NFkB inh – lowers PMA/ionomycin-induced NF-kB signal in 697 B cells | actives 0.33% (n = 330,000) | inhibition, % at 4 µM | 697 B-cell NF-kB luciferase reporter, 16 h; in the data active = inhibition above about 35%
Mdm2 MdmX PPI – inhibitors of human Mdm2/MdmX interaction; actives 3% (n = 330,000); AID 485346; SaOS-2 split-luciferase Mdm2/MdmX complementation, luminescence; inhibition, % at 8 µM;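 active = inhibition of at least 50% at 8 µM in the primary screen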
An asterisk follows results filed as active; . = no result given; & = joins results of further samples.

SMILES	APJ antagonist	tim23-1 inh	UPR XBP1 act	APJ ag	Jurkat NFkB inh	CHOP UPR activ	697 NFkB inh	Mdm2 MdmX PPI
O=C(Nc1ccc(Cl)cc1)Nc1nnc(SCc2ccc(Cl)cc2)s1	-9	-23	2	-4	-10	0.3	-40	24
CCOC(=O)c1c(-c2ccccc2)oc2ccc(OCC(=O)O)cc12	8	9	-1	-4	-8	1.6	2	12
CC(C)CC(=O)Nc1sc2c(c1C#N)CC(C)(C)NC2(C)C	-2	8	-2	3	-20	-2.5	-4	-11
COc1ccc(CS(=O)/C(Cl)=C(/Cl)C(=O)Nc2ccc(OC)nc2)cc1 (stereo not drawn)	68*	86*	-11	-6	99*	-11	-156	97*
O=C(NNc1ccccc1)Nc1ccccc1F	1	9	9	-1	-3	3.2	10	12
CCn1c(=NC(=O)CS(=O)(=O)c2ccc(C)cc2)sc2cccc(OC)c21	18	24	-1	5	33	7.1	-9	10
CN(c1ccc(C(=O)N2CCOCC2)cc1)S(=O)(=O)c1ccc(Cl)cc1	18	-5	-5	-14	2	-1.5	-5	5
CCC1(C)Cc2ccccc2/C(=C/C(=O)N2CCCCC2)N1 (stereo not drawn)	14	30	-7	-7	-4	1.3	12	9
COc1ccc(-c2[nH]ncc2CN2CCC(OCc3cccnc3)CC2)c(F)c1	15	2	1	-1	9	0.4	4	-34
CNC(=S)NC1(C)CCS(=O)(=O)C1 (stereo not drawn)	-7	-1	-2	3	1	-0.6	-14	-3
Cc1ccc(NNC(=O)c2ccno2)cc1C	38	16	-2	-18	14	0.7	12	24
CN(C)C(CNC(=O)Cc1cccc(C(F)(F)F)c1)c1ccco1 (stereo not drawn)	8	19	0	-6	-13	0.8	-6	-8
CCC/C=N/Nc1nc2ccccc2s1	-5	16	5	-3	-95	3.7	-92	-66
O=c1[nH]nc(-c2ccc(F)cc2)cc1Cc1ccccc1	13	12	0	-2	14	-0.6	20	4
CCS(=O)(=O)c1nnnn1-c1ccccc1S(C)(=O)=O	-4	-50	-3	-1	10	-1.0	23	60*
O=C(CC1OC(=O)c2ccccc21)NNC(=O)c1ccc(F)cc1 (stereo not drawn)	26	-5	0	-2	1	-0.7	12	6
CC(C)(C)c1ccc(OCCNCc2ccccc2)cc1	28	8	1	-2	17	4.0	17	11
CCOC(=O)C1CCCCN1Cc1cc(Cl)ccc1O (stereo not drawn)	19	14	-2	-5	10	-2.2	1	5
COC(=O)C1CCN(C(=O)CN2C(=O)NC(CC(C)C)C2=O)CC1 (stereo not drawn)	-5	-6	0	-1	11	-0.1	-2	10
Clc1ccc2[nH]c(-c3ccccc3)cc2c1	-14	61*	1	8	-102	3.9	-170	-66
CS(=O)(=O)N1CCN(c2ccccc2F)CC1	-14	19	0	10	-6	-1.8	-29	5
CCOc1ccc(NC(=O)c2cccc(NC(C)=O)c2)cc1S(=O)(=O)N1CCCC1	20	13	-2	-4	14	0.5	2	5
CC(C)c1cc(NCc2ccccn2)n2c(nc3ccccc32)c1C#N	-6	-8	1	1	-2	3.3	12	15
NS(=O)(=O)c1ccc(N2CCN(C(=O)C3COc4ccccc4O3)CC2)nc1 (stereo not drawn)	-54	-6	-1	-6	0	-0.4	7	17
CCCCNC(=S)N(C)N=C1CCC(c2ccccc2)CC1 (stereo not drawn)	-30	4	6	-1	15	1.5	19	25

Arranged by the number under Mdm2 MdmX PPI (smallest number first): three from the list above
Molecule | APJ antagonist | UPR XBP1 act | Jurkat NFkB inh | 697 NFkB inh | Mdm2 MdmX PPI
Cc1ccc(NNC(=O)c2ccno2)cc1C | 38 | -2 | 14 | 12 | 24
CCCCNC(=S)N(C)N=C1CCC(c2ccccc2)CC1 (stereo not drawn) | -30 | 6 | 15 | 19 | 25
CCS(=O)(=O)c1nnnn1-c1ccccc1S(C)(=O)=O | -4 | -3 | 10 | 23 | 60*

More records follow.
SMILES	APJ antagonist	tim23-1 inh	UPR XBP1 act	APJ ag	Jurkat NFkB inh	CHOP UPR activ	697 NFkB inh	Mdm2 MdmX PPI
CC(=O)N1CCOc2ccc(S(=O)(=O)N3CCC(C(=O)NCc4ccc(C)cc4)CC3)cc21	-20	-2	-2	-2	6	-1.9	-2	24
Cc1cccc(NC2=NCC(=O)N2CCc2ccccc2)c1	3	6	-2	-1	-1	-0.2	6	-26
CCOc1ccc(N(C)S(=O)(=O)c2cc(-c3cc(C)no3)ccc2OC)cc1	-11	34	-3	2	22	1.0	-13	-3
COc1cc2c(cc1OC)C(c1ccccc1)CC2=O (stereo not drawn)	14	13	-3	-1	10	-0.6	16	23
COC(=O)C1C(c2ccc(OC)cc2)NC(=O)NC1(O)C(F)(F)Cl (stereo not drawn)	10	-5	-2	-2	-2	0.1	7	9
COc1ccccc1-n1cc2ccc([N+](=O)[O-])cc2n1	-12	7	0	-5	-50	3.8	-60	4
CC(C)Cn1c(N)c(C(=O)CSc2nc3ccccc3n2C)c(=O)n(C)c1=O	7	-7	1	-2	6	-0.7	16	36
Cn1nccc1C(=O)NC(=S)Nc1sc2c(c1C#N)CCCCC2	21	12	6	-5	-34	1.3	-68	-29
CCOc1ccc(-c2cn(S(=O)(=O)c3cccc4nsnc34)nc2N)cc1	-2	26	-1	-4	24	-2.5	0	29
Cc1ccc(/C=C/c2nnc(-c3cccc(C)c3)o2)cc1	-11	-2	0	4	-35	-1.2	-71	-22
Cc1cccc(C(C)C)c1NC(=O)COC(=O)c1cccc(S(=O)(=O)N2CCc3ccccc3C2)c1	5	-4	-1	-2	18	-0.2	-1	16
OCCN(CCO)CC(O)COc1ccc(Br)cc1 (stereo not drawn)	3&5	-2&7	-3&0	-3&3	0&11	2.0&0.4	12&-19	19&-18
Cc1n(CC(O)COCc2ccccc2)c2ccccc2[n+]1C (stereo not drawn)	-1	-1	-2	-5	-3	-3.2	16	-15
CCC(C)NC(=O)CO/N=C/c1ccccc1OC(F)F (stereo not drawn)	7	-7	-1	-2	-7	2.8	6	-13
O=C(O)CCN1C(=O)c2ccc(NC(=O)c3ccco3)cc2C1=O	15	-7	-2	-3	-6	0.2	9	9
CC1(C)CC(NC(=O)c2cc(S(=O)(=O)N3CCOCC3)ccc2Cl)CC(C)(C)N1	2	-13	-1	-3	-14	-0.3	2	3
O=C(O)c1ccc(COc2ccccc2/C=C2\NC(=O)N(Cc3ccc(F)cc3)C2=O)cc1	-3	-6	-3	-4	2	-1.3	11	7
CC1(c2ccc(Cl)cc2)NC(=O)N(CC(=O)N2CCc3ccccc32)C1=O (stereo not drawn)	-9	9	1	0	0	0.0	14	0
Cc1c(C(=O)NN)[nH]c2ccc([N+](=O)[O-])cc12	-16	8	-2	8	-5	-0.4	-16	6
O=C(CNS(=O)(=O)c1ccccc1)N/N=C/c1ccncc1	31	4	-1	-2	0	-0.7	0	15
Clc1c(CSc2nc3ccccc3o2)nc2ccccn12	2	19	-2	-2	-93	1.1	-245	-103
Cc1coc2c1c(C)cc1oc(=O)c(CC(=O)NCC(=O)N[C@H](C(=O)O)C(C)C)c(C)c12	13	13	-3	-3	1	-0.9	-6	23
Cc1cnc(C(=O)Nc2ccccc2-c2ccc(C)o2)cn1	10	15	-2	0	-3	-0.5	-15	-26
CC1CC(C)CN(S(=O)(=O)c2ccccc2[N+](=O)[O-])C1 (stereo not drawn)	14	12	-1	-6	-2	1.1	-12	-4
Clc1ccccc1Cc1noc(CN2CCCCC2CCc2ccccn2)n1 (stereo not drawn)	3	33	3	-3	-1	0.5	6	4

Jurkat NFkB inh, hit marks shown above.
molecule | APJ antagonist | UPR XBP1 act | Jurkat NFkB inh | 697 NFkB inh | Mdm2 MdmX PPI
COc1ccc(CS(=O)/C(Cl)=C(/Cl)C(=O)Nc2ccc(OC)nc2)cc1 (stereo not drawn) | 68* | -11 | 99* | -156 | 97*

Going on with the list:
SMILES	APJ antagonist	tim23-1 inh	UPR XBP1 act	APJ ag	Jurkat NFkB inh	CHOP UPR activ	697 NFkB inh	Mdm2 MdmX PPI
O=C(CCC(=O)OCC(=O)c1ccc([N+](=O)[O-])cc1)Nc1ccccc1Cl	-58	1	-5	7	2	0.0	4	20
Cn1c(=O)c2c(nc(N/N=C/c3cccnc3)n2Cc2ccccc2)n(C)c1=O	8	14	3	0	0	-1.7	12	19
Cc1ccc(C(=O)O/N=C/c2c(C)nn(C)c2Cl)cc1	6	18	-2	-4	6	3.1	-6	12
Nc1c(C(=O)c2cccs2)sc2nsc(SCCN3CCCCC3)c12	8	22	1	-4	-8	5.8	-24	-12
Cc1noc(C)c1C(=O)Nc1sc2c(c1C(N)=O)CCC2	5	13	7	-4	9	-0.6	13	37
O=C(O)C1CCCN1c1ncnc2c1oc1ccccc12 (stereo not drawn)	14	-10	4	-3	-39	5.5	-26	-24
Cc1cc2ccccc2nc1SCC(=O)N1CCCC1	0	17	1	-5	16	-0.8	8	-27
Cc1ccc(S(=O)(=O)N2CCC(C(=O)Nc3cccnc3)CC2)cc1	2	-4	0	-4	4	0.7	7	13
O=C(C[n+]1cccc(NC(=O)c2ccccc2)c1)c1cccc([N+](=O)[O-])c1	0	14	-1	0	9	1.5	5	-13
COc1ccc(Oc2cccc(Cl)c2CNC(=O)CCC(=O)O)cc1	-2	15	1	0	10	0.3	7	7
CCOc1cccc(C(=O)Nc2nnc(-c3ccco3)s2)c1	15	15	-6	0	-66	-2.3	-55	-55
CCc1c(C)c(C#N)c2nc3ccccc3n2c1N1CCN(c2cc(C)ccn2)CC1	26	-9	1	1	-5	2.6	-4	20
COc1ccc2[nH]c3c(c2c1)CCN1C(=O)C(CC(=O)NCCN2CCOCC2)C[C@H](C(=O)N2CCOCC2)[C@@]31C (stereo partly drawn)	.	27	0	.	.	0.9	2	16
Cc1cccc(N2CCN(c3ccc(N4C(=O)CCCC4=O)cc3[N+](=O)[O-])CC2)c1C	8	14	-2	-4	14	-0.4	12	4
CCc1ccc(-c2cnc3nc[nH]c(=O)c3n2)cc1	2	12	0	-1	0	2.8	3	-35
C[C@H](CO)N1C[C@H](C)[C@@H](CN(C)Cc2ccc(C(=O)O)cc2)Oc2c(NS(=O)(=O)c3ccccc3)cccc2C1=O	2	2	-3	-1	-3	-2.0	13	-3
O=C(NC1CCCC1)c1cc2c(=O)n3ccccc3nc2s1	12	-3	4	0	-13	1.1	3	-6
CC(NC(=O)c1cc(-c2ccncc2)nc2ccc(Br)cc12)C1CCCO1 (stereo not drawn)	0	22	-4	2	9	0.0	-40	8
O=C(CCC(=O)N1CCN(S(=O)(=O)c2ccccc2Cl)CC1)c1ccccc1	1	25	0	-5	-5	0.9	-6	6
Cc1nonc1C1CCCN1Cc1nc(-c2ccccc2Cl)oc1C (stereo not drawn)	-21	31	4	-4	-7	1.5	-1	-3
FC(F)(F)c1cc(-c2cccs2)nc2ncnn12	10	2	1	-5	8	0.1	17	30
Cc1cccc(C(=O)NC2CCN(CC(=O)N3CCOCC3)CC2)c1	11	0	2	-6	-6	-1.5	6	19
CC(=O)c1ccc(NS(=O)(=O)c2ccc(-c3cnc(C4CC4)o3)cc2)cc1	0	20	-2	-2	11	2.7	-28	17
COC(=O)c1c(-c2ccc(C)cc2)csc1N	-15	23	2	-5	3	-1.1	2	17
Cc1ccc(C(=O)C(C)OC(=O)Cc2n[nH]c(=O)c3ccccc23)cc1C (stereo not drawn)	19	9	0	7	7	-0.4	6	-14

Limited to 697 NFkB inh and APJ antagonist (3 entries from above):
mol,697 NFkB inh,APJ antagonist
FC(F)(F)c1cc(-c2cccs2)nc2ncnn12,17,10
Cc1cccc(C(=O)NC2CCN(CC(=O)N3CCOCC3)CC2)c1,6,11
CC(=O)c1ccc(NS(=O)(=O)c2ccc(-c3cnc(C4CC4)o3)cc2)cc1,-28,0
